# Insulin prom up = MIN6 insulin promoter up-regulation. MIN6 insulin promoter-GFP reporter, high-content imaging; hits give high values. z-score at 5 µM. hit rate 0.3% among 190,000;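 active = z-score above 3 at 5 µM with at least 500 cells counted in the well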
# b-catenin transl = beta-catenin nuclear translocation modulation; hit rate 0.3% among 190,000; nuclear translocation activity, % at 5 µM; HeLa beta-catenin nuclear translocation, immunofluorescence imaging; AID 1665;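 active = nuclear translocation activity above 50% at 5 µM, with a well cell count of 50 or more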;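 note: per-cell ratio of nuclear to cytoplasmic median beta-catenin stain intensity; plate controls were DMSO negative control for no effect and GSK-3 inhibitor IX positive control for full effect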
#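 Test system: human HeLa cell line; Doses: 5 µM primary, 0.02–20 µM confirmation; Incubation: 24 h compound exposure, 37°C; Detection: beta-catenin immunofluorescence imaging with DAPI; Read-out: beta-catenin nuclear/cytoplasmic ratio, % activation.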
# Autophagy HCS = modulators of autophagy. MEF GFP-LC3 puncta imaging; test concentration mostly 10 µM. calls only at 10 µM (by protocol). hit rate 0.98% among 190,000. AID 463193;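 active = percentage of spot-positive cells more than 3 SD above its plate mean, without a fluorescence outlier flag or 80% toxicity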;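 note: spot-positive cell cutoff set from DMSO-treated cells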
# WT yeast gro inh = growth inhibition of WT yeast, mitochondrial fusion screen. inhibition, % at 10 µM. mitochondrial fusion phenotypic screen, WT strain. hit rate 2.1% among 190,000; in the data active = inhibition above about 58%; tested in S. cerevisiae
# Yfh1-off respiration = mitochondrial function rescue without frataxin homolog – Friedreich's ataxia, plus single-dose screen, dose response (AID 1465); fold induction at 50 µM; hits with a dose series show EC50 in µM; hit rate 0.074% among 220,000; S. cerevisiae Yfh1-off respiration, WST-1 reduction, 72 h; higher fold induction means a stronger effect;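 active = fold induction of absorbance versus untreated yeast above a set limit, then at least 30% activation at any dose in follow-up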;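 note: activators that raise dye reduction in frataxin-depleted yeast; strong numbers were not always called active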
# MT stabilize HCS = microtubule stabilization, imaging screen; HeLa tubulin immunostaining HCS, 24 h; share of cells brighter than vehicle mean+2SD; hit rate 0.83% among 200,000; % tubulin-high responders, % at 10 µM; AID 2205;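 active = plate Z-score above 3 for both tubulin-high and condensed-nucleus cell shares, with cell loss under 80%, at 10 µM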;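 note: anti alpha tubulin signal scored within the nucleus-defined area of each cell; some results filed as inactive read as strong as hits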
# NOD2 inhibition = NOD2 signaling inhibitors, cell-based, luminescence, uHTS, HEK293 (AID 1566). HEK293 NOD2/NF-kB luciferase reporter, luminescence; higher % means a stronger effect. inhibition, % at 4 µM; hits with a dose series show EC50 in µM. hit rate 0.63% among 290,000; in the data active = inhibition above about 50%; note: many of its hits are not listed in these tables
# Lipid droplet = modulators of hepatic lipid droplet formation | AML12 mouse hepatocytes, oleate lipid droplets, BODIPY imaging | hit rate 0.4% among 240,000 | inhibition, % at 6.5 µM;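 active = lipid droplet intensity inhibited by at least 50%, with more than 500 cells counted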
#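 Test system: AML12 mouse liver cells; schedule: overnight exposure; technique: high-content imaging of BODIPY-stained droplets and DAPI nuclei; read-out: % inhibition of corrected integrated BODIPY droplet signal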
# Dynein transport = dynein cargo transport inhibition; 3617.4 mouse cells, GR-EGFP nuclear translocation imaging; test concentration mostly 20 µM; stimulated with dexamethasone, 1 µM; hits give low values; z-score, hits read low; hit rate 0.47% among 220,000; AID 1381;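 active = plate z-score of nuclear minus cytoplasmic receptor signal below a set negative limit, without overly bright fluorescence or cell loss, cut at about -3.5 in these data, passing the limit was not always enough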;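 note: z-score of nuclear minus cytoplasmic ring GR-EGFP intensity difference per well; some compounds called inactive have numbers as strong as hits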
#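 Buffer or medium: tet-free, stripped-serum medium; reagent: dexamethasone at 1.0 µM final, 30 min; incubation: 48 h induction, 1 h compound, 30 min dex at 37 °C; measured by: formaldehyde fixation, Hoechst nuclear stain, 10x automated fluorescence imaging; read-out: nuclear-to-cytoplasmic GR-EGFP distribution per well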
# WT yeast gro inh mutant strain = recorded beside WT yeast gro inh, whose call it bears; inhibition, %; mitochondrial fusion phenotypic screen, mutant strain inhibition
# Dynein transport cytoplasmic EGFP = recorded beside Dynein transport, whose call it bears; z-score; measured here: cytoplasmic GR-EGFP intensity; hits give high values
# Dynein transport nuclear GR-EGFP = second read-out of Dynein transport, no call of its own (marks repeat the call); z-score; measured here: nuclear GR-EGFP intensity;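 lower value marks the stronger effect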
# Dynein transport cell count = further read-out of Dynein transport, marked with its call; z-score; measured here: cell count per field
# Insulin prom up cell count = also measured in Insulin prom up; calls as there; cell count; measured here: cytotoxicity, nuclei count;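 total cells summed across four imaged fields per well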
# Lipid droplet cells 6.5 µM = further read-out of Lipid droplet, marked with its call; cell count; measured here: cell count, cytotoxicity flag;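 cells counted across two imaged fields per well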
# b-catenin transl cell count 5 µM = second read-out of b-catenin transl, no call of its own (marks repeat the call); cell count; measured here: cell count, cytotoxicity flag
# MT stabilize HCS Hoechst-high % = second read-out of MT stabilize HCS, no call of its own (marks repeat the call); % Hoechst-high responders; measured here: nuclear condensation Hoechst responders;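 share of cells brighter than vehicle mean plus two SD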
# MT stabilize HCS cytotoxicity % = recorded beside MT stabilize HCS, whose call it bears; toxicity, %; measured here: cytotoxicity by cell density;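 0% = mean cell density of plate MIN control wells and 100% = no cells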
# Autophagy HCS cell loss 18 h = also measured in Autophagy HCS; calls as there; toxicity, %; measured here: cell loss, nuclei count;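 cell loss after 18 h compound exposure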
# Starred values were filed as active, the others as inactive; i = inactive; . = no result given; + = active, no number. A portion of the library; the hit share may differ from the screen's.
smiles	Insulin prom up	Insulin prom up cell count	b-catenin transl	b-catenin transl cell count 5 µM	Autophagy HCS	Autophagy HCS cell loss 18 h	WT yeast gro inh	WT yeast gro inh mutant strain	Yfh1-off respiration	MT stabilize HCS	MT stabilize HCS Hoechst-high %	MT stabilize HCS cytotoxicity %	NOD2 inhibition	Lipid droplet	Lipid droplet cells 6.5 µM	Dynein transport	Dynein transport cytoplasmic EGFP	Dynein transport nuclear GR-EGFP	Dynein transport cell count
COc1ccccc1C(=O)Nc1nnc(-c2ccc3c(c2)CCCC3)o1	2.5	907	.	.	i	1	60*	34*	i	3.9	2.1	0.4	2%	.	.	-0.4	-0.17	-0.039	-0.42
CCn1c(O)c(N=NC(=O)C(O)c2ccccc2)c2ccccc21 (stereo not drawn)	-0.71	1059	-0.3	1367	.	.	.	.	i	.	.	.	17%	0	644	0.25	-0.04	0.17	-2.1
CC(OC(=O)c1ccc(NS(=O)(=O)c2ccc3[nH]c(=O)[nH]c3c2)cc1)C(=O)Nc1cccc(Cl)c1Cl (stereo not drawn)	-0.12	1191	7.4	1265	.	.	.	.	i	.	.	.	23%	-24	678	-0.27	-0.19	0.29	-0.45
CCOC(=O)/C(=N/Nc1ccccc1OC)N1CCCc2ccccc21	.	.	2.1	1247	.	.	.	.	i	.	.	.	5%	1	733	-0.0074	-0.23	0.016	0.18
Cc1cccc(N2C(=O)CC(Sc3ccccc3C(=O)O)C2=O)c1 (stereo not drawn)	-0.22	1550	-1.7	1126	i	6	-15	14	i	1.8	1.5	7.5	8%	1	627	-1.1	-0.31	-0.8	2.1
CCOC(=O)c1c(NCC(C)C)c2ccccc2[nH]c1=O	0.67	829	-4.7	1067	i	-4	-5	-12	i	2.2	1.2	1.3	4%	12	838	-0.42	-0.27	0.37	0.5
CCOC(=O)NC(Nc1nc2ccccc2s1)(C(=O)OCC)C(F)(F)F (stereo not drawn)	.	.	-1.6	1010	i	6	1	-24	i	6.0	3.2	4.8	18%	.	.	0.026	-0.2	0.31	-0.3
COC(=O)[C@@H](NC(=O)Nc1cc(Cl)ccc1C)C(C)C	-0.31	1233	-1.1	1363	i	-12	0	5	i	4.1	2.2	9.0	9%	.	.	0.38	-0.089	0.58	-0.76
CCCCC(=O)NC(=S)Nc1cccc(Cl)c1N1CCCCC1	0.12	1425	-4.1	1104	i	17	10	8	i	2.6	2.9	5.7	-6%	-32	646	-0.42	-0.32	-0.31	0.33
CC(=O)c1c(C)[nH]c(C(=O)CSc2nc3ccccc3n2C)c1C	-0.79	806	-2.2	1432	i	6	2	-14	i	3.0	2.1	9.4	23%	.	.	3.2	0.2	1.6	-1.4
Clc1ccc(OCCCCN2CCc3ccccc3C2)cc1	-0.79	1439	0.5	1518	i	4	35	48	i	4.2	2.7	5.1	-13%	-4	598	-0.45	-0.3	0.044	0.82
CN(C)c1nc2n(c(=O)n1)CCS2	0.43	797	.	.	i	25	-5	5	i	1.8	1.0	5.9	-5%	-34	775	-0.47	0.13	-0.015	0.15
S=c1[nH]nc(-c2ccccc2)n1/N=C/c1c[nH]c2ccccc12	-0.14	1382	0.6	1203	i	-3	1	0	i	3.3	3.0	3.6	21%	-32	585	0.37	0.023	0.55	-0.24
CCCC12CN3CC(C)(CN(C1)C3c1ccco1)C2=O (stereo not drawn)	-0.22	1035	-0.1	974	i	40	3	-13	i	1.8	2.3	5.2	5%	-9	630	0.43	-0.22	0.9	-1.3
CC1CC(C)CN(c2oc(-c3ccccc3Cl)nc2C#N)C1 (stereo not drawn)	0.45	1176	-0.5	892	i	5	6	-6	i	6.6	13	98	-15%	-2	756	0.84	1.4	1	1.8
O=c1oc2ccccc2cc1-c1csc(Nc2nc3ccc(F)cc3s2)n1	-0.08	1314	-3.2	526	i	-4	8	6	i	3.7	1.8	3.1	0%	28	707	-0.13	-0.12	-0.49	0.57
O=C(c1ccccc1)C1CCN(C(=O)Nc2ccccc2)CC1	-0.35	1503	-3.1	1179	.	.	.	.	i	.	.	.	14%	16	777	-1.2	0.95	-0.34	-0.033
Cc1cccc(C(=O)NC2CCN(S(=O)(=O)c3ccccc3)CC2)c1	.	.	-0.3	1563	i	-4	9	4	i	1.5	0.6	2.2	4%	10	733	1.6	-0.087	0.83	-1.6
Cc1nc([N+](=O)[O-])cn1C(C)C	1.9	1231	-0.5	1247	.	.	.	.	i	.	.	.	-24%	12	716	-0.21	-0.3	-0.12	0.12
CN(C)c1nc2c(c(=O)[nH]c(=O)n2C)n1Cc1ccc(F)cc1	0.7	1863	-0.6	1040	i	2	9	-7	i	1.9	3.7	3.6	1%	-26	628	-0.59	-0.25	-0.27	0.59
COc1cc2c(cc1OC)C1C(C(=O)Nc3ccccc3N3CCN(C)CC3)c3ccccc3C(=O)N1CC2 (stereo not drawn)	0.27	1175	-5.7	1043	i	-5	3	-6	i	4.3	4.3	5.9	15%	0	741	2.3	0.16	1.2	-1.9
CCOc1nc(CC(C)C)c2c(c1C#N)CC(C)(C)OC2	-0.42	1054	-0.5	1345	.	.	.	.	i	.	.	.	8%	-25	683	-0.59	-0.2	0.54	0.03
O=C(NCc1ccc(F)cc1)C1Cc2ccccc2CN1C(=O)c1ccco1 (stereo not drawn)	0.4	1110	-2.4	1094	i	10	-3	7	i	2.3	2.7	7.4	-1%	-16	653	-0.68	-0.23	-0.73	1
CSCC[C@@H](C(=O)NCc1cccs1)N1Cc2ccccc2C1=O	-0.6	952	.	.	i	9	-5	-6	i	5.3	2.4	5.0	17%	.	.	-0.94	-0.22	-0.56	0.42
O=C(Nc1cc(Cl)ccc1N1CCOCC1)c1cnccn1	-0.01	1129	-1.8	1241	i	-3	22	17	i	3.6	1.1	5.6	5%	6	802	-0.66	-0.25	-0.71	-0.0033
COc1cccc(C(=O)NCCSc2ccc(Br)cc2)c1	0.7	1286	1.1	1148	i	0	19	-9	i	2.5	3.2	4.3	-6%	.	.	0.18	-0.27	0.14	0.36
COc1ccc(N(CC(=O)O)S(=O)(=O)c2ccc(OC)c(OC)c2)cc1	0.79	900	-2.6	1040	i	-2	6	-2	i	1.0	0.8	4.8	-5%	4	825	0.054	-0.075	0.4	-0.23
CC(=O)C1=C(Nc2ccc(C)cc2)CC(C)(O)C(C(C)=O)C1c1ccco1 (stereo not drawn)	1.1	806	2.9	967	i	12	11	14	i	2.2	1.5	7.8	20%	-8	806	-0.96	-0.16	-0.47	0.79
Cc1cc(C)cc(OCC(=O)Nc2ccccc2N2CCCCC2)c1	0.8	803	0.8	1149	i	-2	15	-2	i	0.8	1.5	22	8%	-27	714	0.29	-0.16	0.12	-0.62
CCOC(=O)N1CCN(c2ccc(S(=O)(=O)N(Cc3ccccc3)Cc3ccccc3)cn2)CC1	-1.1	851	-1.6	1040	i	-1	-8	1	i	5.5	4.0	0.8	3%	-19	571	1	-0.33	0.29	0.43
FC(F)(F)c1ccc2c(c1)NCC1CCCN21 (stereo not drawn)	0.17	1408	-2.4	965	+	11*	11	8	i	2.8	1.9	1.9	-43%	-5	687	0.52	-0.0018	0.22	-1
CCCCn1c(=S)[nH]c2cc(S(=O)(=O)N3CCCCC3)ccc21	-0.55	942	-5.2	1224	i	4	4	-1	.	1.7	1.6	4.1	22%	-8	720	-0.71	-0.21	0.3	0.39
CCN(CC)S(=O)(=O)c1cc(NC(=O)C(C)N(C)CC(=O)Nc2c(C)cccc2C)ccc1C (stereo not drawn)	-0.84	1305	1.3	1123	i	-9	-11	22	i	1.3	1.9	13	8%	4	666	-0.14	-0.25	-0.067	-0.019
Oc1ccc2c(c1)oc1cc(O)ccc12	-1.5	1208	5.8	854	i	-4	-3	-5	i	4.0	2.8	0.4	-43%	-3	735	-0.84	-0.19	-0.36	0.29
NC(=O)CSc1nnc(Cn2c(=O)sc3ccccc32)n1CCc1ccccc1	-0.15	1277	-3.6	1242	i	11	4	-1	i	2.2	2.6	9.7	26%	-2	719	0.11	-0.14	0.4	0.12
CCOC(=O)c1[nH]c2ccccc2c1NC(=S)Nc1ccccc1	0.71	1291	-3.9	576	i	-7	-2	-6	.	2.9	1.8	7.9	6%	11	658	-0.15	-0.28	0.89	0.19

# Profiles, looked up by structure:
# Profile of `CCCCn1c(=S)[nH]c2cc(S(=O)(=O)N3CCCCC3)ccc21` = Insulin prom up: -0.55; Insulin prom up cell count: 942; b-catenin transl: -5.2; b-catenin transl cell count 5 µM: 1224; Autophagy HCS: i; Autophagy HCS cell loss 18 h: 4; WT yeast gro inh: 4; WT yeast gro inh mutant strain: -1; Yfh1-off respiration: .; MT stabilize HCS: 1.7; MT stabilize HCS Hoechst-high %: 1.6; MT stabilize HCS cytotoxicity %: 4.1; NOD2 inhibition: 22%; Lipid droplet: -8; Lipid droplet cells 6.5 µM: 720; Dynein transport: -0.71; Dynein transport cytoplasmic EGFP: -0.21; Dynein transport nuclear GR-EGFP: 0.3; Dynein transport cell count: 0.39
# Profile of `CCN(CC)S(=O)(=O)c1cc(NC(=O)C(C)N(C)CC(=O)Nc2c(C)cccc2C)ccc1C` (stereo not drawn) = Insulin prom up: -0.84; Insulin prom up cell count: 1305; b-catenin transl: 1.3; b-catenin transl cell count 5 µM: 1123; Autophagy HCS: i; Autophagy HCS cell loss 18 h: -9; WT yeast gro inh: -11; WT yeast gro inh mutant strain: 22; Yfh1-off respiration: i; MT stabilize HCS: 1.3; MT stabilize HCS Hoechst-high %: 1.9; MT stabilize HCS cytotoxicity %: 13; NOD2 inhibition: 8%; Lipid droplet: 4; Lipid droplet cells 6.5 µM: 666; Dynein transport: -0.14; Dynein transport cytoplasmic EGFP: -0.25; Dynein transport nuclear GR-EGFP: -0.067; Dynein transport cell count: -0.019
